High-throughput results: PubChem BioAssay, NMMLSC
RGS8-Gao reg: regulators of human RGS8-Galphao interaction. response (percent of control binding), % at 10 µM. AID 1423. multiplexed bead flow cytometry, RGS8-Galphao binding; actives lie on both sides. actives 0.34% (n = 220,000); in the data active = response below about 60% or above about 140%; inactive = in between;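 note: Galphao activated as the GDP aluminium fluoride complex binding bead-coupled RGS8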
Bim-Bcl-B: human Bim-Bcl-B interaction inhibition | actives 0.073% (n = 190,000) | bead-based flow cytometry, Bim peptide-Bcl-B binding | inhibition, % at 10 µM | Q9HD36;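 note: 0% = tracer peptide without compound and 100% = reference inhibitor peptide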
ABCB1 block: human ABCB1 inhibition, ABCG2 as counter-screen | P08183 | CCRF-Adr cells, JC-1 efflux, flow cytometry | inhibition, % at 6.6 µM | actives 0.067% (n = 190,000) | AID 1326; in the data active = inhibition above about 40%;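 note: 0% = vehicle and 100% = reference inhibitor; higher value means more JC-1 retained so stronger ABCB1 efflux block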
Target sequence (P08183 whole entry, looked up): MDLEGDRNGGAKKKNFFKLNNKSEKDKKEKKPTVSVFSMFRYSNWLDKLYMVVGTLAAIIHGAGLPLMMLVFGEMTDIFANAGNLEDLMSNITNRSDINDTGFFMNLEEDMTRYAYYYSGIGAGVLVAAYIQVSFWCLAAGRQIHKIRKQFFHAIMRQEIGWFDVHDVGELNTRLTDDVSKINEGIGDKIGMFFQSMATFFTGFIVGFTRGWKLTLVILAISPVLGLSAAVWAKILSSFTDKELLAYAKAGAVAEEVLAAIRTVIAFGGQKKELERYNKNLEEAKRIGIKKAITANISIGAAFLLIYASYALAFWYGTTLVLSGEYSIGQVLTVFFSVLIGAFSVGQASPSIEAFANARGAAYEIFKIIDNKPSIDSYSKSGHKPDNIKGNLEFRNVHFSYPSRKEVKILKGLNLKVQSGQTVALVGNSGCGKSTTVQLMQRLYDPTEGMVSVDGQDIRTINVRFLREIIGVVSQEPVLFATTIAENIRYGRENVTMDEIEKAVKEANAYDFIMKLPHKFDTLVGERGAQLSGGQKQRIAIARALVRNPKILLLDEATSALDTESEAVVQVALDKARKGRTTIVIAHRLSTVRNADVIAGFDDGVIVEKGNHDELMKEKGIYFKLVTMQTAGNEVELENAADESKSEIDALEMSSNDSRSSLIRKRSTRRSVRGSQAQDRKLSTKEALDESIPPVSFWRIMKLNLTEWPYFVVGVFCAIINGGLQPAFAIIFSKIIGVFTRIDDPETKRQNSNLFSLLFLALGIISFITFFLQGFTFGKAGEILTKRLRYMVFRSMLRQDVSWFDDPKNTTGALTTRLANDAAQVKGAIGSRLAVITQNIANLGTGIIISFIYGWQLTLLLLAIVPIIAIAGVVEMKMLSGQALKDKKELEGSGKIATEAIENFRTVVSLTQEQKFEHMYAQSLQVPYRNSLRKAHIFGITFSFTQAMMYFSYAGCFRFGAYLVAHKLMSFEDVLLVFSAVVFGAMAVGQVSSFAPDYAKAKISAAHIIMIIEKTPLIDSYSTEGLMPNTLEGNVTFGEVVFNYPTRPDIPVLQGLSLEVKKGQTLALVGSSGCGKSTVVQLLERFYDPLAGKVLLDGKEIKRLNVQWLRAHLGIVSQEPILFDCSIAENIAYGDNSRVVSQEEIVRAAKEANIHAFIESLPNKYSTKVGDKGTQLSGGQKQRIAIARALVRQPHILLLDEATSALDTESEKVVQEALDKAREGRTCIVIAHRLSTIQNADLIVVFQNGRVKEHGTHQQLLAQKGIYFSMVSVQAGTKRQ
Bfl-1 Bim block: human Bim-Bfl-1 interaction inhibition; Bead-based flow cytometry, Bim-Bfl-1 binding inhibition; Q16548; inhibition, % at 10 µM; actives 0.12% (n = 190,000);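 note: 0% = wells without compound plus tracer and 100% = blocker peptide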
Bcl-W Bim block: inhibitors of Bim-Bcl-W interaction, human. bead-based flow cytometry, Bim peptide-Bcl-W binding. inhibition, % at 10 µM. actives 0.02% (n = 190,000). AID 952;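 note: 0% = bound tracer without compound and 100% = peptide blocker; higher means less fluorescent Bim peptide bound to Bcl-W beads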
Bim-Bcl-2: disrupts Bim peptide binding to human Bcl-2; inhibition, % at 10 µM; P10415; actives 0.06% (n = 190,000); Bead-based flow cytometry, Bim peptide-Bcl-2 binding; in the data active = inhibition above about 40%; inconclusive = no clear call, values can overlap the other calls;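 note: 0% = no compound wells with probe peptide and 100% = reference peptide inhibitor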
Mcl-1 Bim block: human Bim-Mcl-1 interaction inhibition; actives 0.1% (n = 190,000); Q07820; Bead-based flow cytometry, Bim peptide-Mcl-1 binding; inhibition, % at 10 µM;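 note: 0% = no compound tracer wells and 100% = peptide blocker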
RGS7-Gao: regulators of human RGS7-Galphao interaction; Multiplexed bead flow cytometry, RGS7-Galphao binding; actives lie on both sides; binding response (% of control), % at 10 µM; P09471; actives 0.35% (n = 220,000); in the data active = binding response below about 49% or above about 150%; inconclusive = no clear call, values can overlap the other calls; inactive = in between;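 note: fluorescent Galphao held in activated GDP-AlF4 state binding bead-coupled RGS7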
ABCG2 block: human ABCG2 inhibition, ABCB1 as counter-screen. actives 0.1% (n = 190,000). IgMXP3 cells, JC-1 efflux, flow cytometry. inhibition, % at 6.6 µM. AID 1325;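 active = inhibition above 80%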;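 note: 0% = DMSO and 100% = nicardipine control wells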
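Test system: IgMXP3 (ABCG2) plus far-red-tagged CCRF-Adr (ABCB1) cells. Reagent: JC-1 dye as substrate. Timing: 10 min exposure at 25 °C with rotation, no wash. Measured by: flow cytometric JC-1 green MFI at 530 nm. Read-out: percent efflux inhibition, scaled nicardipine 100% to DMSO 0%. Control set: nicardipine and DMSO wells.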
RGS4-Gao reg: modulates binding of RGS4 to human Galphao; P09471; Multiplexed bead flow cytometry; actives lie on both sides; binding response (% of control), % at 10 µM; actives 0.33% (n = 220,000); in the data active = binding response below about 49% or above about 150%; inactive = in between;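 note: fluorescent Galphao activated with aluminum fluoride binding bead-coupled RGS4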
Bcl-XL Bim block: human Bim-Bcl-XL interaction inhibition; inhibition, % at 10 µM; Bim peptide-Bcl-XL binding, bead flow cytometry, fluorescence; actives 0.04% (n = 190,000); AID 1007; Q07817
An asterisk follows results filed as active; ? = inconclusive. Cut-off read from the data, not from the text of the source, unless noted: active = inhibition above about 40%.

SMILES	RGS8-Gao reg	Bim-Bcl-B	ABCB1 block	Bfl-1 Bim block	Bcl-W Bim block	Bim-Bcl-2	Mcl-1 Bim block	RGS7-Gao	ABCG2 block	RGS4-Gao reg	Bcl-XL Bim block
Cc1cccc2sc(NC(=O)c3cccc(S(=O)(=O)N4CCc5ccccc54)c3)nc12	101	-6	-1.0	-15	-1	-7	4	102	-14	99	-6
Cc1ccccc1-n1c(SCC(=O)N/N=C/c2sccc2C)nc2ccccc2c1=O	103	0	1.5	0	0	3	0	99	4	105	-2
C=CCc1cccc(CNc2ccc(Br)cc2)c1O	103	-5	-0.1	-5	-2	-4	-3	104	0	101	-4
COc1ccc(C2NC(=O)NC(C)=C2C(=O)Nc2cccc(C)c2C)cc1 (stereo not drawn)	98	-7	-2.8	-12	4	-9	-1	97	-4	96	-5
O=C(Nc1ccccc1N1CCOCC1)c1ccc2c(c1)C(=O)N(Cc1ccncc1)C2=O	102	2	3.5	-12	-1	-4	0	102	33	101	-1
CCNC(=S)N/N=C/c1cccc(/C=N/NC(=S)NCC)c1	98	-14	0.4	-1	-1	-6	-4	?	2	96	-5
Cn1nnc2c(sc3nc(N4CCOCC4)c4c(c32)CCCC4)c1=O	97	-5	1.7	-13	0	-5	0	96	18	96	0
COCCNc1nc(=S)[nH]c2cc(OC)c(OC)cc12	108	12	0.0	-3	15	0	11	103	2	106	21
Cc1ccc(NC(=O)CO/N=C/c2ccccc2C)c(C)c1	108	0	0.9	-7	0	0	0	113	7	118	0
Nc1c(S(=O)(=O)c2ccccc2)c2nc3ccccc3nc2n1C1CC1	98	5	7.6	4	3	4	6	?	10	100	3
Cc1ccc(S(=O)(=O)NCCc2nnc3ccc(SCc4cccnc4)nn23)cc1	102	0	0.3	-3	3	2	2	96	1	99	0
Cc1cc(C)c(C)c(OCCOCCN2CCN(C)CC2)c1	101	0	-0.2	-2	-1	-2	0	96	1	98	-3
Cc1nc2nc(SCC(=O)C(C)(C)C)[nH]c2cc1Br	107	-1	0.1	-1	0	-3	1	114	1	112	-4
CCCCN(C)C(=O)c1ccc(CS(=O)(=O)c2ccccc2C)o1	97	-3	0.0	1	0	2	-2	98	0	98	-2
COc1ccc(CCNC(=O)C2CC(=O)N(C3CCCCCCC3)C2)cc1OC (stereo not drawn)	97	-2	0.1	-2	-2	-1	-1	97	0	95	0
Cc1ccc2c(Cl)cc(Cl)c(OCC(=O)N3CCCC3)c2n1	99	-13	2.1	0	-1	-7	-2	?	14	103	-3
Fc1ccccc1CSc1ccc(-c2ccco2)nn1	105	0	0.2	-3	0	-1	0	106	4	107	-1
CCO/C=C/C(O)(CNC(=O)COc1ccccc1F)C(F)(F)F (stereo not drawn)	103	-10	0.6	-14	-2	-11	0	100	3	105	0
Cc1cc(C)cc(-n2c(C)cc(/C=N/NC(=O)CSc3ncccn3)c2C)c1	104	-5	0.4	1	-3	-1	-8	95	2	105	-5
NC1=C(c2ccc(F)cc2)C(=O)CS1	85	-8	0.2	14	2	-1	1	88	2	79	-1

In a second layout: 2 of the compounds above
Second line of a record – RGS8-Gao reg, Bim-Bcl-B, ABCB1 block, Bfl-1 Bim block, Bcl-W Bim block, Bim-Bcl-2, Mcl-1 Bim block, RGS7-Gao, ABCG2 block, RGS4-Gao reg, Bcl-XL Bim block
> NC1=C(c2ccc(F)cc2)C(=O)CS1
 : 85, -8, 0.2, 14, 2, -1, 1, 88, 2, 79, -1
> CCCCN(C)C(=O)c1ccc(CS(=O)(=O)c2ccccc2C)o1
 : 97, -3, 0.0, 1, 0, 2, -2, 98, 0, 98, -2

Next section.
SMILES	RGS8-Gao reg	Bim-Bcl-B	ABCB1 block	Bfl-1 Bim block	Bcl-W Bim block	Bim-Bcl-2	Mcl-1 Bim block	RGS7-Gao	ABCG2 block	RGS4-Gao reg	Bcl-XL Bim block
COc1ccc(C2/C(=C(/O)c3ccc4c(c3)CC(C)O4)C(=O)C(=O)N2CCN2CCOCC2)cc1 (stereo not drawn)	103	0	0.7	-2	-1	-1	-1	98	2	101	-4
CCc1ccccc1Nc1ccc(C(=O)O)cc1N	100	1	-0.2	0	0	3	3	96	8	98	2
O=C(Nc1ccc(F)cc1)N1CCn2c(nc3ccccc32)C1	106	2	0.7	2	0	-3	0	104	29	103	-3
O=c1c2ccccc2cnn1Cc1n[nH]c(=S)n1-c1ccccc1	98	-34	-0.5	-2	-12	-9	-31	105	0	100	-20
CCc1ccc(NC(=O)/C(C#N)=C\c2ccc(OC)c(C(=O)O)c2)cc1	108	-1	0.6	-7	0	-1	0	105	2	106	6
CC(=O)Nc1ccc(N(C)C)cc1[N+](=O)[O-]	102	-2	0.1	-10	1	-4	0	100	0	104	4
COC(=O)c1c(NC(=O)/C=C/C(=O)O)sc(C)c1-c1ccc(C)c(C)c1	107	2	0.0	-1	0	3	0	101	0	103	0
COCCNC(=O)CS(=O)Cc1nc(-c2ccccc2C)oc1C (stereo not drawn)	99	-6	0.4	-10	0	-9	-2	95	0	98	-3
COc1ccccc1N1CCN(C(=O)Cn2nnc(-c3ccncc3)n2)CC1	101	-5	0.8	-6	1	-6	0	102	2	105	-3
CC(C)OC(=O)c1c(NC(=O)c2cnn3c2NC(c2ccccc2)CC3C(F)(F)F)sc2c1CCCC2 (stereo not drawn)	99	-3	-0.2	2	-3	1	-3	101	0	100	-3

Arranged by length of the SMILES (descending): 4 of the compounds above.
SMILES	RGS8-Gao reg	Bim-Bcl-B	ABCB1 block	Bfl-1 Bim block	Bcl-W Bim block	Bim-Bcl-2	Mcl-1 Bim block	RGS7-Gao	ABCG2 block	RGS4-Gao reg	Bcl-XL Bim block
CCc1ccc(NC(=O)/C(C#N)=C\c2ccc(OC)c(C(=O)O)c2)cc1	108	-1	0.6	-7	0	-1	0	105	2	106	6
COc1ccccc1N1CCN(C(=O)Cn2nnc(-c3ccncc3)n2)CC1	101	-5	0.8	-6	1	-6	0	102	2	105	-3
O=c1c2ccccc2cnn1Cc1n[nH]c(=S)n1-c1ccccc1	98	-34	-0.5	-2	-12	-9	-31	105	0	100	-20
CC(=O)Nc1ccc(N(C)C)cc1[N+](=O)[O-]	102	-2	0.1	-10	1	-4	0	100	0	104	4

(more compounds)
SMILES	RGS8-Gao reg	Bim-Bcl-B	ABCB1 block	Bfl-1 Bim block	Bcl-W Bim block	Bim-Bcl-2	Mcl-1 Bim block	RGS7-Gao	ABCG2 block	RGS4-Gao reg	Bcl-XL Bim block
CCn1c(/C=C/N(C)c2ccccc2)[n+](CC)c2ccc(Cl)cc21	105	-1	1.6	0	-2	-1	-4	110	3	105	-4
Cc1ccc(O)c(-n2nc3ccccc3n2)c1	104	-1	0.3	-5	2	-5	-1	101	2	99	-3
O=C(/C=C/c1ccc([N+](=O)[O-])cc1)NCc1cccs1	99	-3	2.9	-1	-2	-4	-5	100	9	100	-5
CCN(CC)S(=O)(=O)c1ccc(C)c(NC(=O)Cn2cnc3cc([N+](=O)[O-])ccc3c2=O)c1	103	0	-0.7	-5	3	-1	3	103	-2	104	0
O=C1NN(c2ccccc2)C(=O)/C1=C\c1cccc(OC(=O)c2cccs2)c1	92	1	-1.3	5	0	4	-3	93	-2	94	-3
Cc1cc(C)c2c(=O)n(CC(=O)N3CCC(Cc4ccccc4)CC3)sc2n1	83	-12	0.1	11	0	-3	-8	115	0	106	-6
CCCCn1nc2cc(C(=O)NC3CCCc4ccccc43)ccc2c1OCC (stereo not drawn)	101	0	1.7	0	-1	0	-1	98	16	98	-1
O=C(Nc1nnc(CCN2CCCCC2)s1)c1ccccc1	101	5	1.1	4	-2	-1	0	98	4	104	-4
O=C(NCCN1CCCCC1)c1ccc(=O)oc1	104	-1	0.0	-2	-1	-1	-3	103	2	101	-1
CCC(=O)Oc1ccc2oc(=O)cc(C)c2c1	104	-6	0.1	-2	-1	-3	-4	103	1	103	-6

Molecules above that contain a COOH group, in the order listed:
SMILES	RGS8-Gao reg	Bim-Bcl-B	ABCB1 block	Bfl-1 Bim block	Bcl-W Bim block	Bim-Bcl-2	Mcl-1 Bim block	RGS7-Gao	ABCG2 block	RGS4-Gao reg	Bcl-XL Bim block
CCc1ccccc1Nc1ccc(C(=O)O)cc1N	100	1	-0.2	0	0	3	3	96	8	98	2
CCc1ccc(NC(=O)/C(C#N)=C\c2ccc(OC)c(C(=O)O)c2)cc1	108	-1	0.6	-7	0	-1	0	105	2	106	6
COC(=O)c1c(NC(=O)/C=C/C(=O)O)sc(C)c1-c1ccc(C)c(C)c1	107	2	0.0	-1	0	3	0	101	0	103	0

(cont.)
SMILES	RGS8-Gao reg	Bim-Bcl-B	ABCB1 block	Bfl-1 Bim block	Bcl-W Bim block	Bim-Bcl-2	Mcl-1 Bim block	RGS7-Gao	ABCG2 block	RGS4-Gao reg	Bcl-XL Bim block
CC(C)C(O)(C#CCN1CCCCC1)C(C)C	97	-8	-0.2	-7	-5	-3	-4	94	-2	99	-6
CCN(CC)S(=O)(=O)c1cc(NC(=O)CN2C(=O)NC3(CCCc4ccccc43)C2=O)ccc1C (stereo not drawn)	99	-8	2.5	-1	-4	-7	-5	90	-4	92	-7
O=C(/C=C/c1ccccc1)N1CCN(S(=O)(=O)c2ccc(F)cc2)CC1	117	2	1.0	2	0	-5	-2	122	2	117	-5
COc1ccccc1CNC(=O)C1CCN(S(=O)(=O)c2c(C)noc2C)CC1	104	-8	0.6	-20	-1	-8	-4	100	13	102	-10
C/C(=N\NS(=O)(=O)c1ccc(C)c([N+](=O)[O-])c1)c1ccc2c(c1)OCO2	100	-1	0.1	5	-4	0	-3	99	11	100	-4
CCOc1ccc(C(=O)NCc2ccccn2)cc1	102	-4	0.0	-7	5	2	7	103	0	99	-3
Cc1ccc(S(=O)(=O)N/N=C\c2cccnc2)cc1	98	-7	1.4	-14	-2	-9	-1	97	5	98	-2
CCCn1c(-c2cc(OC)c(OC)c(OC)c2)nc2nc3ccccc3nc21	119	-2	0.7	0	-1	-1	-1	101	4	103	-2
COc1ccc(C(OC(=O)c2c(C)noc2C)C(=O)NC2CCCC2)cc1 (stereo not drawn)	99	0	0.3	-2	0	1	1	98	0	100	0
NC(=O)CNC(=O)[C@@H]1CC2(CC(c3ccc(Cl)cc3)=NO2)CN1C(=O)c1ccc(Br)cc1 (stereo partly drawn)	95	0	0.3	0	0	0	1	91	1	95	2
CCc1ccc(C(=O)COC(=O)CNC(=O)c2ccc(N3C(=O)c4ccccc4C3=O)cc2)cc1	110	-1	1.2	0	-3	-1	0	110	6	110	-3
CCn1c(-c2ccccc2Cl)nn(CC(=O)NCCc2ccccc2)c1=S	100	-9	1.1	-8	-3	-18	-2	99	10	102	-5
Cc1cccc(OCCC(=O)NCC(c2ccccc2)N(C)C)c1 (stereo not drawn)	102	-6	0.5	-13	-3	-5	0	100	1	100	-6
Cc1cc(NC(=O)CCCN2C(=O)c3cccnc3C2=O)ccc1Br	101	-2	0.1	-4	0	-2	0	?	7	99	-1
CCCCN(C(=O)c1ccco1)c1nnc(-c2cc(OC)c(OC)c(OC)c2)s1	107	0	6.6	-6	-4	-7	0	102	7	103	-4

Taken from above.
Under RGS8-Gao reg, `Cc1cccc2sc(NC(=O)c3cccc(S(=O)(=O)N4CCc5ccccc54)c3)nc12` is entered as 101
Under RGS8-Gao reg, `COCCNC(=O)CS(=O)Cc1nc(-c2ccccc2C)oc1C` (stereo not drawn) is entered as 99
Under Bcl-W Bim block, `COc1ccccc1N1CCN(C(=O)Cn2nnc(-c3ccncc3)n2)CC1` is entered as 1

This is a random part of the collection; about 0.94% have a hit in one of these screens.
